Bioassay records from PubChem.
NPYLR7 agonist: activates Aedes aegypti NPYLR7 receptor; activation, % at 10 µM; 0.15% of 270,000 active; HEK293T NPYLR7/Galpha15, GCaMP6s calcium fluorescence; AID 1259423; in the data active = activation above about 40%;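 also: 0% = vehicle and 100% = reference agonist at the receptor; some compounds past the cut are filed as inactive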
mcGAS inh: blocks mouse cGAS activity | recombinant cGAS, Kinase-Glo ATP depletion luminescence | inhibition, % at 12.5 µM | 0.15% of 160,000 active | AID 1259399;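 also: 0% = negative control wells and 100% = reference inhibitor with no enzyme activity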
hcGAS inh: human cGAS inhibition; recombinant h-cGAS, ATP depletion, Kinase-Glo luminescence; inhibition, % at 12.5 µM; 0.081% of 290,000 active; AID 1259398;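 also: 0% = vehicle reaction and 100% = reaction without DNA for no activity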
Target sequence (Q8N884 whole entry, looked up): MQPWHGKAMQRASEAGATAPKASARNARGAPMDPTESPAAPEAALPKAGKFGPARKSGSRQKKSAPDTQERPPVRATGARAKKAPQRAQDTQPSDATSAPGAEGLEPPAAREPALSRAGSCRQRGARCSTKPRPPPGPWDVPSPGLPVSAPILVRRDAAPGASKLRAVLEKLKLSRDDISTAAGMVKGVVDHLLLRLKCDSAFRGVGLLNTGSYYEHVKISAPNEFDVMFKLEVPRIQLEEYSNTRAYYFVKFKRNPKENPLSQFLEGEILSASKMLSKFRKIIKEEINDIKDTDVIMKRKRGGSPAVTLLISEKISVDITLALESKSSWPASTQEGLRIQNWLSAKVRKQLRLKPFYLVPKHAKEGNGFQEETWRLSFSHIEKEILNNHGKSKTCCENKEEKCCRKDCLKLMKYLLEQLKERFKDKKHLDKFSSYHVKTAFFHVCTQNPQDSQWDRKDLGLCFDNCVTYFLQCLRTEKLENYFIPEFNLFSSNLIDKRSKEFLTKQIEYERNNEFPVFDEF
The depositor's hits bear a star; . = not tested or not shown; & = joins results of further samples. Rule as the data show it, unless noted: active = inhibition above about 40%; inactive = the rest.

SMILES | NPYLR7 agonist | mcGAS inh | hcGAS inh
O=[N+]([O-])c1cc(C(F)(F)F)ccc1N=Nc1c(O)[nH]c2ccccc12 | -10 | 2 | 2
O=C(Nc1ccc2c(c1)OC1(CCCC1)O2)C1=CN2CCS(=O)(=O)N=C2C=C1 | -2 | . | 3
COCC(=O)N1CCC(C(=O)NC2CCC(N(Cc3ccccc3)C(=O)c3ccc(OC)cc3)CC2)CC1 (centres undefined) | . | -5 | -2
O=C(NCCCn1ccnc1)c1cccc2ccnn12 | . | -12 | -8
Cc1ccc(C(=O)CN2C(=O)c3ccccc3S2(=O)=O)cc1C | 1 | -8 | -4
COCc1cc(=O)n(CC2CCCO2)c(N2CCCC2)n1 (centres undefined) | . | -7 | -13
CCc1nnc(NS(=O)(=O)c2ccccc2F)s1 | 12 | . | -7
O=C(Cn1nc2c(c1NC(=O)c1cccs1)CSC2)NCCc1ccccc1 | -6 | 12 | 3
OC1(c2ccco2)CSC(=Nc2cccnc2)N1C1CC1 (centres undefined) | -3&-1 | -7 | -4&-16
Cc1ncsc1CCC(=O)N1CCC2(CCNCC2)CC1 | 6 | . | -5
Fc1ccc(-c2[nH]ncc2CNC2COc3ccccc3C2)cc1 (centres undefined) | -1 | . | -5
CC(=O)Oc1ccc2c(c1)CCC1C2CC[C@]2(C)C(=O)CCC12 (some centres undefined) | . | -4 | -6
COCC1CCCN(C(=O)c2ccc(-c3cc(Cl)ccc3Cl)nc2)C1 (centres undefined) | 0 | -15 | -5
CNC(=O)[C@H]1CN(C(=O)c2ccc(OC)c(OC)c2)[C@]2(C)C(=O)N(CCO)c3ccccc3[C@H]12 | 22 | -6 | -2
CC1CCc2c(sc(NC(=O)c3ccc(Cl)cc3)c2C#N)C1 (centres undefined) | -7 | -5 | -3
CN(C(=O)Nc1c[nH]c2ccccc12)c1ccccc1 | 5 | -7 | -1
Cc1cc(C)n(-c2nc3c(c(=O)n2CC(=O)N2CCN(c4ccccc4)CC2)CCCC3)n1 | -9 | -8 | -4
CC(C)(C)OC(=O)N1CCN(CCCNc2ncccc2C#N)CC1 | 0 | -7 | -2
COc1cccc(OC)c1C(=O)Nc1c(C)nc2cc(C)ccn2c1=O | 4 | . | -14
Cc1ccccc1-c1ccc2nnc(-c3cscn3)n2c1 | 4 | -6 | -1
O=C(Cn1ncc2ccccc21)N1CCCC1c1ccncc1 (centres undefined) | -3 | -16 | -8
O=C(NCc1ccccc1)N1CCC(c2nnc(C3CC3)s2)CC1 | 0 | -3 | -2
CCOC(=O)C1CCCN(C(=O)c2csc(COc3cc(Cl)ccc3Cl)n2)C1 (centres undefined) | 22 | -9 | -7
CN1CCC(CNS(=O)(=O)Cc2ccc(Cl)cc2)CC1 | -2 | . | 2
COc1cccc(-c2nnn(CC(=O)N3CCOCC3)n2)c1 | 10 | . | -1
CCN1C(=O)C(=CC2=Cc3ccc(OC)cc3OC2)SC1=S | 1 | -7 | -8
O=C(NCCCO)c1c(O)c2ccccc2[nH]c1=O | -2 | . | -2
Cc1ccn2c(NC(=O)COc3ccc(Cl)cc3)c(-c3ccccc3)nc2c1 | -5 | 1 | 2
O=C(C1=Cc2ccccc2OC1)N1CCCC(c2ccn[nH]2)C1 (centres undefined) | -2 | . | -1
Cc1ccc(C2(C(=O)N3CCCC(N(C)C)CC3)CC2)cc1 (centres undefined) | 21 | . | -4
CCn1cc(C(CC(=O)NCc2ccccn2)c2cc(OC)cc(OC)c2)c2ccccc21 (centres undefined) | 3 | -5 | -3
O=c1cc(CSc2nnc(C3CC3)o2)nc2sccn12 | 3 | . | -5
Cc1cccc(-c2noc(CN(C)C(=O)c3scc4c3OCCO4)n2)c1 | 2 | . | -8
C=C(C)Cn1c(SCc2ccccc2)nc2c1c(=O)[nH]c(=O)n2C | . | -4 | -4
COc1ccc(CN(C)C(=O)C2CCC(=O)N(CCN3CCOCC3)C2)c2cccnc12 (centres undefined) | 0 | . | -7
CS(=O)(=O)N1CCCC(C(=O)Nc2ccccc2N2CCc3sccc3C2)C1 (centres undefined) | 3 | . | -13
COc1ccc(C(=O)N2CCC3(CC2)OCC(C(=O)NC2CC2)N3C(=O)c2cccc(C)c2)cc1 (centres undefined) | -1 | -5 | -5
C1=CC[C@H]2CN(c3ncnc4nc[nH]c34)C[C@H]2C1 | 12 | . | -4
c1ccc(Cc2noc(-c3ccc(NCCc4cscn4)nc3)n2)cc1 | -3 | . | -2
CCOCCn1c(CN2CCC(Cc3ccccc3)CC2)nc2c1c(=O)n(C)c(=O)n2C | 4 | -8 | -9
Cc1nnc(CN(C)Cc2nc(-c3cccc(Oc4ccccc4)c3)oc2C)o1 | 4 | . | -5
CCCn1cc(C(=O)NCC(OC)OC)c2nn(-c3ccccc3)c(=O)c-2c1 | 2 | -9 | -7
OC(Cn1cncn1)(c1ccccc1)c1ccncc1 (centres undefined) | 1 | . | 0
COc1ccccc1Oc1cnn(C)c(=O)c1Nc1cccc(C(=O)NCc2ccncc2)c1 | 11 | -4 | -7
COc1ccc(C2SCCN2C(=O)c2ccccc2F)c(OC)c1 (centres undefined) | 13 | -5 | -2
CCc1cc(=O)[nH]c(-n2nc(C)cc2NC(=O)c2cccc(OC)c2OC)n1 | 7 | -7 | -11
COc1ccc(Nc2nc(NN)nc(Nc3ccc(OC)cc3)n2)cc1 | 1 | -4 | -11
O=C(Nc1cc(-c2cccc3c2OCCO3)no1)N(Cc1ccccn1)C1CC1 | 10 | . | 2

Shown with each value named: 2 of the compounds above.
COc1ccc(C2SCCN2C(=O)c2ccccc2F)c(OC)c1 (centres undefined)
- NPYLR7 agonist = 13
- mcGAS inh = -5
- hcGAS inh = -2

CCc1cc(=O)[nH]c(-n2nc(C)cc2NC(=O)c2cccc(OC)c2OC)n1
- NPYLR7 agonist = 7
- mcGAS inh = -7
- hcGAS inh = -11

Other entries follow.
SMILES | NPYLR7 agonist | mcGAS inh | hcGAS inh
CCCC(C(=O)O)N1C(=O)C2C3C=CC(C3)C2C1=O (centres undefined) | 1 | . | -15
N#CC1C(=O)NC(N2CCN(c3ccccn3)CC2)=NC12CCCC2 (centres undefined) | -1 | . | -1
O=[N+]([O-])c1cccc(-n2cccc2/C=N\Nc2nc(N3CCOCC3)nc(N3CCOCC3)n2)c1 | -3 | -1 | 0
Cc1nccc(C(=O)N2CCC(C)N(C(=O)OC(C)(C)C)c3ccccc32)n1 (centres undefined) | 6 | . | -1
NC(=O)NCC(=O)N1CCC2(CCCN(C3CCCC3)C2=O)C1 (centres undefined) | . | -1 | 2
CCc1cc2c(=O)n(NC(=O)C3CCN(S(=O)(=O)c4ccc(F)cc4)CC3)cnc2s1 | -4 | . | -7
Cc1ccn2c(=O)c(C(=O)NC3CC(C)CC(C)(C)C3)c(O)nc2c1 (centres undefined) | -1 | -5 | 1
COc1ccc(F)c(CN2CCCC3(CCN(C(=O)CCn4cccn4)C3)C2)c1 (centres undefined) | 4 | . | -3
Cc1cccc(-c2nc3cc(C)ccn3c2NC(C)(C)C)c1 | -8 | -6 | -11
COC(=O)c1ccc(CSc2nnc(-c3ccc(F)cc3)n2-c2ccccc2C)o1 | 18 | -6 | -12
Cc1nc(C(F)(F)F)ccc1C(=O)Nc1cc(-c2onc3c2CCCC3)cc(C(F)(F)F)c1 | 22 | -5 | -7
CC(=O)Oc1c(-c2ccc(NC(=O)C3CCCC3)cc2)c(-c2ccc3c(c2)OCO3)nn1-c1cccc(C)c1 | 5 | -3 | -4
c1ccc(N2CCN(C3CCCN(Cc4ccc(Oc5ncccn5)cc4)C3)CC2)cc1 (centres undefined) | -6 | -2 | -1
COc1ccc(CCNC(=O)C(C2CCCC2)N2CCN(C(=O)c3cccc(C)c3)CC2)cc1 (centres undefined) | 3 | -2 | -1
Nc1nc(-c2ccccc2)cn1N=Cc1ccccc1 | -2 | . | 0
CC1(C)CNC(=O)c2nc(-c3ccccc3-n3cccn3)[nH]c2C1 | -3 | -17 | -3
CCCCn1nnnc1CN(C)c1ccc(C)cc1C | -2 | . | -5
CN(C(=O)c1ccncc1F)c1cccnc1N1CCCC1 | 9 | . | -11
C=CCNC(=O)c1cc(-c2ccccc2)nc2ccccc12 | 1 | . | -2
C=CCn1c(=O)c2c(nc3n(-c4ccc(Cl)cc4)c(C)c(C)n23)n(C)c1=O | 6 | -8 | -5
Cc1c(C(C)NC(=O)CCc2cnccn2)cnn1-c1ccccn1 (centres undefined) | -8 | -1 | 2
COc1cc(-c2nc(Cn3ccnc3C(C)C)c(C)o2)cc2c1OCO2 | 14 | . | 4
Cc1cnc(C(=O)N2CC[C@@H]3CC[C@H](C2)N3C)cn1 | 1 | . | -1
CC(C)n1cnnc1C1CCCN(C2CCOCC2)C1 (centres undefined) | . | -5 | -8

Look-ups from the list.
NPYLR7 agonist, COc1ccc(F)c(CN2CCCC3(CCN(C(=O)CCn4cccn4)C3)C2)c1 (centres undefined) is entered as 4
NPYLR7 agonist, COc1ccc(C(=O)N2CCC3(CC2)OCC(C(=O)NC2CC2)N3C(=O)c2cccc(C)c2)cc1 (centres undefined) is entered as -1
NPYLR7 agonist, OC(Cn1cncn1)(c1ccccc1)c1ccncc1 (centres undefined) is entered as 1

The listing continues:
SMILES | NPYLR7 agonist | mcGAS inh | hcGAS inh
CCOC(=O)c1ccc(Nc2nc3nonc3nc2N/N=C\c2cn[nH]c2-c2ccccc2)cc1 | -12 | 2 | 4
CCOC(=O)C1(CCc2ccccc2)CCN(C(=O)c2occc2C)CC1 | 17 | -13 | -10
COc1ccc(C(=O)N2Cc3cnn(Cc4ccc(F)cc4)c3C2)c(OC)c1 | 8 | -11 | -10
O=C(Nc1cccc(F)c1)Nc1ccnn1C1CCN(Cc2ccc3c(c2)OCCO3)CC1 | 7 | -10 | -6
CCC(c1ccccn1)N(C)Cc1ccc(F)c(C)c1 (centres undefined) | 6 | -13 | -5
COc1ccc(C2=NOC3C(O)[C@@H]4OCC(O4)[C@@H]23)cc1 (some centres undefined) | -3 | . | -4
CC(C)C1CN(C(=O)c2ccncc2)CCCN1CC1CC1 (centres undefined) | 1 | . | -8
CC1CN(C(=O)c2cc3ccsc3n2Cc2ccccc2F)CCN1C(=O)NC1CCCCC1 (centres undefined) | . | -8 | -13
O=C(ON=Cc1ccccc1)C1CCN(S(=O)(=O)c2ccc(Cl)cc2)CC1 | -4 | . | -6
C=CCN(Cc1cccn1Cc1cccc(C)c1)C(=O)c1ccc(CCCCCC)cc1 | . | -5 | -5
COC(=O)CCCC(=O)NC(Cc1ccccc1)c1nnc(SCc2cccc(C)c2)n1-c1ccc([N+](=O)[O-])cc1 (centres undefined) | 2 | -5 | -3
Cc1ccc(C)c(S(=O)(=O)N2CCN(C(=O)CSc3nnnn3C3CCCC3)CC2)c1 | -5 | . | -4
COc1ccc(S(=O)(=O)N(C)C)cc1Br | -2 | . | -5
COC(=O)CCC(=O)N1CCc2c([nH]c3ccccc23)C1c1cccc(C(F)(F)F)c1 (centres undefined) | 0 | -4 | -3
COc1ccc(-c2nc3cc(C)ccn3c2NC(=O)c2cccc(F)c2)cc1 | 0 | -6 | -8
CCN1CCC(C(=O)NC(c2ccc(C)cc2)c2ccccn2)CC1 (centres undefined) | -6 | -4 | -1
CCCC1C2=C(CC(C)(C)CC2=O)OC(=N)C1C#N (centres undefined) | -1 | -4 | -4
CC(NC(C(=O)N(C)C)c1ccccc1)c1ccccc1Cl (centres undefined) | 1 | -7 | -9
COc1ccccc1-n1c(Cc2ccccc2)nnc1SCC(=O)NCC1CCCO1 (centres undefined) | 1 | -5 | -2
COC(=O)c1c(NC(=O)c2ccc(OC)cc2)c2cc(NCc3ccccc3)cnc2n1C | 17 | -5 | -4
CCOC1CCCN(CC(=O)c2cc(C)n(CC)c2C)C1 (centres undefined) | 1 | . | -9
c1ccc2c(c1)CCN(c1nc3ccccc3n3cnnc13)C2 | 2 | -3 | -4
C=CCN1C[C@H]2COc3c(OCC)cccc3[C@H]2N(C(=O)c2ccno2)CCC1=O | 2 | -4 | 1
COc1ccc(OC)c(C(=O)Nc2nnc(Cc3cccs3)o2)c1 | -8 | . | -4

Looked up by structure from the entries so far, 4 records:
SMILES | NPYLR7 agonist | mcGAS inh | hcGAS inh
COc1ccc(S(=O)(=O)N(C)C)cc1Br | -2 | . | -5
c1ccc2c(c1)CCN(c1nc3ccccc3n3cnnc13)C2 | 2 | -3 | -4
COc1ccc(OC)c(C(=O)Nc2nnc(Cc3cccs3)o2)c1 | -8 | . | -4
COc1ccccc1-n1c(Cc2ccccc2)nnc1SCC(=O)NCC1CCCO1 (centres undefined) | 1 | -5 | -2

Some of these compounds in order of count of non-hydrogen atoms, high to low:
SMILES | NPYLR7 agonist | mcGAS inh | hcGAS inh
C=CCN1C[C@H]2COc3c(OCC)cccc3[C@H]2N(C(=O)c2ccno2)CCC1=O | 2 | -4 | 1
O=C(Nc1cc(-c2cccc3c2OCCO3)no1)N(Cc1ccccn1)C1CC1 | 10 | . | 2
COc1ccc(C(=O)N2Cc3cnn(Cc4ccc(F)cc4)c3C2)c(OC)c1 | 8 | -11 | -10
CCc1nnc(NS(=O)(=O)c2ccccc2F)s1 | 12 | . | -7

(further entries)
SMILES | NPYLR7 agonist | mcGAS inh | hcGAS inh
O=c1c2c3c(sc2ncn1Cc1ccccc1Cn1cccn1)CNCC3 | 3 | . | -4
CC(C)OC(=O)C(C)NC(=O)C1CCC1 (centres undefined) | -3 | 6 | 3
Cc1noc(C)c1CNC(=O)c1csc(-c2ccc(OC(C)C)cc2)n1 | 10 | . | -3
O=C(O)c1cc2c(s1)-c1ccc(Cl)cc1SC2 | 0 | . | 5
Cc1ccc(-c2ccc(S(N)(=O)=O)cc2F)c(-n2cccn2)c1 | 3 | . | -9
CCNC(=O)c1csc(COc2ccc(C)c(C)c2)n1 | -22 | -1 | 1
